# Screening results deposited in PubChem BioAssay by National Center for Advancing Translational Sciences (NCATS).
# TDP1 cell CPT – DT40-hTDP1 cell growth loss with CPT. chicken DT40 Tdp1-/-;hTDP1 cells + 20 nM CPT, ATP luminescence, 48 h. Potency, µM (doses to about 46.2 µM), inactives show top-dose activity change, negative = growth inhibition, usual class: inhibitors. 420,000 compounds, 12% hits; also: nearly all actives have a fitted effect of over 55% in size
#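 Chicken DT40 Tdp1-/- cells complemented with human TDP1, 400 cells/well, exposed to compounds plus 20 nM camptothecin for at least 48 h at 37 C; viability read as ATP content by CellTiter-Glo luminescence.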
# GCN5L2 inh – GCN5L2 (KAT2A) acetyltransferase inhibition | Q92830 | GCN5L2 HAT assay, ThioGlo1 CoA-SH fluorescence | Potency, µM (highest dose often 58.9 µM), for inactives: at the highest dose activity change, negative = inhibition, usual class: inhibitors | 390,000 compounds, 0.21% hits
# Target sequence (Q92830 whole entry, looked up): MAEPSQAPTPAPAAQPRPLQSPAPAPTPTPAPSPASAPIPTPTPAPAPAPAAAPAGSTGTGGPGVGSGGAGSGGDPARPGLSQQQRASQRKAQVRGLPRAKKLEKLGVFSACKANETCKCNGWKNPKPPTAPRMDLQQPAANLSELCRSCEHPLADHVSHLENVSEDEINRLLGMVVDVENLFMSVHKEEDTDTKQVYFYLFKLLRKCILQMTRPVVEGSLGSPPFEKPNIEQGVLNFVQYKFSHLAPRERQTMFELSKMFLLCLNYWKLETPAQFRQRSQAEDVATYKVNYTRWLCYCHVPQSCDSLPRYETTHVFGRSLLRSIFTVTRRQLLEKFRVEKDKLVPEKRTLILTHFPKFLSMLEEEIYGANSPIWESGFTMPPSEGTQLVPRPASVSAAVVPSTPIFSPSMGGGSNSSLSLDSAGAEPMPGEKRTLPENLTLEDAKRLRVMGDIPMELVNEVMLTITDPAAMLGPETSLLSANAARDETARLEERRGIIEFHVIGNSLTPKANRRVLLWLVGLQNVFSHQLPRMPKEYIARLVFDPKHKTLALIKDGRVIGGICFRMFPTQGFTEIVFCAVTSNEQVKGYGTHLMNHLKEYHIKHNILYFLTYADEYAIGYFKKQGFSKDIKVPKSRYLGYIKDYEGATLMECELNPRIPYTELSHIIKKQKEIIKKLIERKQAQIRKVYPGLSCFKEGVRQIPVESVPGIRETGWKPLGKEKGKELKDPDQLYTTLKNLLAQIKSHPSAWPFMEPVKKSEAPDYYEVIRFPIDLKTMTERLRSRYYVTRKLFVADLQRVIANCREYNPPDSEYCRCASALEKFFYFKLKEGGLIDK
#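 Fluorescence readout, Ex340nm/Em540nm: ThioGlo1 (50uM final) reacts with free CoA thiol released as 20nM GCN5L2 acetylates H3(1-25) peptide (75uM) using acetyl-CoA (70uM). Compound and enzyme sat 15 min beforehand; 20 min room-temperature reaction.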
# FEN1 inhibitor – inhibitors of human flap endonuclease 1; 390,000 compounds, 0.35% hits; P39748; Potency, µM (highest dose often 114 µM), for the others: at the highest dose activity change, negative = inhibition, hits mostly inhibitors; Recombinant FEN1 flap cleavage, fluorescence, 15 min; also: nearly all actives have a fitted effect of over 65% in size
#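 Quantitative HTS format: each compound was titrated, incubated with 10 nM nuclease for 15 min at room temperature, then challenged with flap substrate at 50 nM final. Signal change over 15 min gave concentration–effect curves.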
# * hit, by the source's call; ? = inconclusive; / = not tested or not shown; [ ] = remark or other dose. Calls follow the shape of the dose curve; as a rule, active = well fitted curve in the direction sought with a large enough effect; inconclusive = small, poorly fitted or top-dose-only effect, or another doubt; inactive = no such curve, though single readings can be large; an effect the other way counts as inactive or inconclusive. % is scaled to controls: 0 for no effect and ±100 for the full control effect; potency is read from the fitted curve at half-maximal effect.
SMILES,TDP1 cell CPT,GCN5L2 inh,FEN1 inhibitor
Cc1ccc(NC(=O)C2CCC(=O)N2)cc1C (stereo unspecified),0%,2%,-6%
COc1ccc(-c2cnc(C)o2)cc1S(=O)(=O)Nc1c(C)cc(C)cc1C,16µM*,20%,-12%
CC1(C)CC(=O)C2=C(C1)Nc1cc3c(cc1C2c1ccc2c(c1)OCO2)OCO3 (stereo unspecified),?,-8%,3%
CCn1c2ccccc2c2cc(C3C(C#N)=C(C)NC(C)=C3C#N)ccc21,-5%,?,0%
COc1ccc(/C=N/NC(=O)CN(C)C(=O)OCc2ccccc2)cc1OC,0%,-4%,-1%
CCOC(=O)Nc1cc2c(c(N)n1)N=C(c1ccccc1)CN2,0.21µM*,/,?
CCOC(=O)c1cnc2c(ccc3ccccc32)c1Nc1ccc(OC)c(OC)c1,4.6µM*,-12%,-14%
Nc1c(Cl)cc(S(N)(=O)=O)cc1S(N)(=O)=O,-1%,0%,-5%
Cc1nc(CC(=O)NNS(=O)(=O)c2ccc(F)c(Cl)c2)cs1,2%,-5%,-2%
Cn1c(=O)c2c(nc(N3CCOCC3)n2Cc2cccc(Br)c2)n(C)c1=O,9.2µM*,-6%,-4%
CCN(CC)S(=O)(=O)c1ccc(C)c(NC(=O)Cc2ccc(S(=O)(=O)N3CCOCC3)s2)c1,?,?,10%
O=C(CSCc1ccc(Cl)cc1)N/N=C/c1ccco1,-12%,-9%,-17%

# A different layout for some results above:
# Second line of a record: TDP1 cell CPT	GCN5L2 inh	FEN1 inhibitor
Nc1c(Cl)cc(S(N)(=O)=O)cc1S(N)(=O)=O
→ -1%	0%	-5%
Cc1nc(CC(=O)NNS(=O)(=O)c2ccc(F)c(Cl)c2)cs1
→ 2%	-5%	-2%

# Additional entries follow.
SMILES,TDP1 cell CPT,GCN5L2 inh,FEN1 inhibitor
CCOC(=O)C1(Cc2ccc(Cl)cc2)CCN(C(=O)CCc2cnccn2)CC1,-13%,-25%,-3%
CCOc1nc(-c2ccccc2)ccc1-c1noc(COC)n1,-10%,-14%,-21%
O=C1CCCN1c1ccc(S(=O)(=O)Oc2ccc(Cl)cc2)cc1[N+](=O)[O-],21µM*,-21%,-14%
CCOC(=O)CCNC(=O)N1CCN(S(=O)(=O)c2ccc3c(ccn3C)c2)CC1,/,7%,-2%
NS(=O)(=O)c1ccc(NC(=O)Nc2cccc(Cl)c2)cc1,9%,-8%,-9%
Cc1csc2ncnc(NCCc3ccccn3)c12,6.5µM*,-2%,-10%
O=C(NCCc1c[nH]c2ccc(Cl)cc12)c1ccc([N+](=O)[O-])cc1,0%,3%,-4%
CCOC(=O)C(C)(C)Sc1nc2c(cnn2-c2ccc(C)cc2)c(=O)[nH]1,-20%,-3%,-7%
CCOc1ccc(-n2cnc3sc(C)c(C)c3c2=O)cc1,-12%,-5%,-3%
COCC(=O)Nc1nnc(COc2ccc(Cl)cc2)s1,-9%,-2%,-8%
ONC(=Nc1ccccc1)c1ccc(Cl)cc1,-9%,-5%,7%
CCOc1ccc(CN(C)CC(=O)c2c(N)n(Cc3ccccc3)c(=O)n(CC)c2=O)cc1OC,?,/,19%
COc1ccc(CCNC(=O)CCCn2nc(C)c3sc4ccccc4c3c2=O)cc1OC,?,-11%,45µM*
O=C(C1CCC1)N1CCc2cc(S(=O)(=O)NCCCN3CCCCC3)ccc21,-11%,0%,-4%
CCOC(=O)N1CCN(Cc2nc3cc(NC(=O)CC)ccc3n2C)CC1,12%,4%,2%
Cc1nc2sc(C(N)=O)c(N)c2c2c1CCCC2,?,-13%,-18%
CC(C)OCC(O)Cn1c(N2CCCC2)nc2c1c(=O)n(C)c(=O)n2C (stereo unspecified),13%,-10%,0%
COc1ccc(/C=N/NS(C)(=O)=O)c(OC)c1,7%,2%,-1%
CC(C)(C)C(=O)NCCc1nc(-c2ccccc2)no1,-10%,/,16%
C[C@H](NS(=O)(=O)c1ccc2c(c1)OCCCO2)C(=O)N1CCN(Cc2ccc(C#N)cc2)CC1,?,-6%,3%
O=C(CNC(=S)NC(=O)c1cccc([N+](=O)[O-])c1)c1ccccc1,-7%,2%,-1%
Cc1ccnc(N)c1,2%,19%[0.501 µM],/
COc1ccc(CNC(=O)Cn2c(=O)ccc3cc(S(=O)(=O)N4CCCC4)ccc32)cc1,-11%,2%,16%
FC(F)(F)c1ccc(-n2cn[nH]c2=S)cc1,-1%,-6%,-12%
NC(=O)NC(CC(=O)NCCCc1ccccc1)c1ccccc1Cl (stereo unspecified),3%,-7%,5%
CCCCC(=O)Nc1cccc(-c2csc(-c3ccccc3)n2)c1,?,-7%,-5%
COc1ccc(CNC(=O)c2cc(-c3ccccc3OC)on2)cc1,-28%,-6%,-7%
COc1ccc(C(C)=O)cc1COc1ccccc1[N+](=O)[O-],-12%,-6%,-8%
CN(C(=O)COC(=O)c1ccccc1OCc1ccc(Cl)cc1)c1c(N)n(Cc2ccccc2)c(=O)[nH]c1=O,?,2%,0%
O=C(NC(=S)Nc1ccc(CN2CCOCC2)cc1)c1ccc(-c2ccc(Cl)cc2)o1,?,1%,-15%
Cn1cc(CN2CC3C[C@@H]4CC2C[C@H](C3)C4)c(-c2ccc3c(c2)OCCO3)n1,-19%,?,9%
Cc1onc(-c2ccccc2Cl)c1C(=O)N1CCOC12CCN(c1cccc(F)n1)CC2,13%,6%,1%
CCS(=O)(=O)c1ccc(O)c(NC(=O)COc2ccc(Cl)cc2)c1,-29%,5%,3%
Cc1cc(C(=O)OCC(=O)NCCC(C)C)c2ccccc2n1,-19%,5%,-1%
COc1ccc(C)cc1NC(=O)c1ccc2nc(Cc3ccccc3)oc2c1,?,-3%,12%
COc1cc(NC(=O)CNC(c2ccccc2)c2ccccc2)cc(OC)c1OC,26µM*,0%,-3%
CCc1cc2c(=O)c(-c3ccc4c(c3)OCCO4)coc2c(CN2CCCCC2C)c1O (stereo unspecified),1.8µM*,-17%,-17%
CC(C)(C)OC(=O)NN=C(c1ccc(O)cc1)c1ccc(O)cc1,-27%,-2%,6%
CCOc1ccc(CCn2c3c(c(=O)[nH]c2=O)C(NC(=O)c2ccccc2)(C(F)(F)F)C(=O)N3)cc1OCC (stereo unspecified),-6%,2%,1%
O=c1nc2ccccc2c2n1CC(CN1CCN(c3ccccc3F)CC1)N2 (stereo unspecified),?,-2%,6%
C=CCc1cc(Cl)ccc1OCCNCCOC,10%,-1%,1%
COc1cccc(NC(=O)c2ccccc2-c2ccccc2C(=O)O)c1,-1%,-7%,9%
O=C(CNC1CCCCCC1)c1cccs1,-3%,3%,1%
CCOC(=O)COc1cc(OCC(=O)OCC)c2c3c(c(=O)oc2c1)CCCC3,9%,-7%,-24%
O=C(Cn1nc(-c2ccccc2)c2cnc3ccc(F)cc3c21)NC1CCCC1,-19%,2%,-6%
C[C@H](NC(=O)OC(C)(C)C)c1nnc(SCC(=O)Nc2cccc(Cl)c2)o1,-25%,-2%,0%
COc1ccc(NC(=O)CCNS(=O)(=O)c2ccc(NC(C)=O)cc2)cc1Cl,-5%,-3%,6%
CCOC(=O)C1(c2nc(N)cs2)COC(=O)C1 (stereo unspecified),-8%,-3%,8%
O=C(O)C1SCCN1S(=O)(=O)c1ccc2ccccc2c1 (stereo unspecified),-4%,-3%,2%
COc1ccccc1N1CCN(C2CCCN(C(=O)c3cc(C4CC4)on3)C2)CC1 (stereo unspecified),-12%,-2%,12%
COc1cc(/C=C/C(=O)OCC(=O)Nc2ccccc2Cl)cc(OC)c1OC,3%,-13%,-10%
CC1CCCCC1NC(=S)Nc1ccc(SC(F)F)cc1 (stereo unspecified),?,-2%,-12%
Cc1nn(C)c(C)c1S(=O)(=O)N(CC(=O)NCCc1ccccc1)c1ccc(C(C)C)cc1,?,3%,21%
Cc1cccc(N2C(S)=C(C#N)C(=O)NC2c2cccs2)c1 (stereo unspecified),15µM*,1%,5%
O=C(Cn1cc2c(n1)CCCCC2)Nc1ccccc1Cl,-16%,0%,1%
Cc1ccc2nsnc2c1NS(=O)(=O)c1c(C)ccc2nsnc12,6%,-2%,5%
O=[N+]([O-])c1cccc(S(=O)(=O)Nc2cccc(-c3ccc(N4CCCC4)nn3)c2)c1,-18%,?,0%
Cc1ccc(NCC(=O)Nc2cccc(F)c2)cc1S(=O)(=O)N1CCCCCC1,?,2%,-21%
CCC1(C)COC(c2ccc3c(c2)OCO3)OC1 (stereo unspecified),-18%,/,8%
CCOC(=O)C1CCCN(C2CCN(Cc3nc(-c4ccccc4)no3)CC2)C1 (stereo unspecified),10%,-13%,-11%

# Grouped by structure, the compounds so far with an aryl thioether with sulfur outside any ring.
SMILES,TDP1 cell CPT,GCN5L2 inh,FEN1 inhibitor
CCOC(=O)C(C)(C)Sc1nc2c(cnn2-c2ccc(C)cc2)c(=O)[nH]1,-20%,-3%,-7%
C[C@H](NC(=O)OC(C)(C)C)c1nnc(SCC(=O)Nc2cccc(Cl)c2)o1,-25%,-2%,0%
CC1CCCCC1NC(=S)Nc1ccc(SC(F)F)cc1 (stereo unspecified),?,-2%,-12%

# Compound profiles (already shown). Values in the order: TDP1 cell CPT, GCN5L2 inh, FEN1 inhibitor
# COc1cc(/C=C/C(=O)OCC(=O)Nc2ccccc2Cl)cc(OC)c1OC is entered as 3%, -13%, -10%
# O=C(Cn1cc2c(n1)CCCCC2)Nc1ccccc1Cl is entered as -16%, 0%, 1%
# COc1ccccc1N1CCN(C2CCCN(C(=O)c3cc(C4CC4)on3)C2)CC1 (stereo unspecified) is entered as -12%, -2%, 12%
# O=[N+]([O-])c1cccc(S(=O)(=O)Nc2cccc(-c3ccc(N4CCCC4)nn3)c2)c1 is entered as -18%, ?, 0%

# Continuation:
SMILES,TDP1 cell CPT,GCN5L2 inh,FEN1 inhibitor
C#CCn1ccc(O)c(Cc2c(F)cccc2Cl)c1=O,0%,-12%,5%
O=S(=O)(NC1CCCCCC1)c1cccc(Cl)c1,?,-10%,-5%
O=C(CCC(=O)Nc1ccccc1Cl)NNC(=O)NC1CCCCC1,8%,-15%,-3%
Cc1cn([C@H]2C[C@H](O)[C@@H](CCC(=O)NCc3ccccc3)O2)c(=O)[nH]c1=O,-98%,/,-16%
O=C(Nc1cnccn1)c1ccncc1,-22%,-1%,1%
COc1cc2c(cc1OC)C(c1cccc(Cl)c1Cl)CC(=O)N2 (stereo unspecified),-19%,-2%,5%
Cc1c(NC(=O)COC(=O)C23CC4CC(CC(Br)(C4)C2)C3)c(=O)n(-c2ccccc2)n1C,-1%,0%,1%
Cc1ccc(NC(=O)C(C)Sc2nnc(-c3cccnc3)o2)cc1 (stereo unspecified),-10%,-5%,-5%
CCC1CCCCN1Cc1ccc(OC)c(OC)c1 (stereo unspecified),-9%,-5%,-14%
Cc1cccc(OCCCC(=O)O)c1C,-13%,-18%,-5%
O=C(Cn1c(=O)n(Cc2ccccc2)c(=O)c2sc3ccccc3c21)Nc1ccccc1,?,-1%,22%
Cc1c(C(=O)OCC(=O)Nc2c(C)n(C)n(-c3ccccc3)c2=O)cccc1[N+](=O)[O-],?,0%,2%
COc1cc(C2C3=C(COC3=O)Oc3cc4c(cc32)OCO4)ccc1O (stereo unspecified),0.82µM*,/,2%
Cc1ccc(C(=O)NC(NCc2ccccc2)C(Cl)(Cl)Cl)cc1 (stereo unspecified),3%,-2%,3%
CC1(C)CC(=O)c2cnc(N3CCN(c4ccccc4)CC3)nc2C1,?,2%,-4%
Oc1cc2c(cc1O)C(c1ccccc1)CNCC2 (stereo unspecified),?,-7%,-4%
S=c1nccc(-c2ccc3c(c2)CCO3)[nH]1,10µM*,-8%,-6%
C=CCN1C(=O)C(=O)N(CC(=O)NCC(=O)Nc2ccc(F)c(F)c2F)C1=O,-2%,-2%,-19%
CCc1nnc(NC(=O)c2ccc(-c3ccccc3Cl)o2)s1,-3%,1%,11%
Cc1ccnc(NC(=O)Nc2ccc(Br)cc2Cl)c1,?,14%,?
C=CC[C@@H](Cc1ccc(F)cc1)C(=O)OC[C@@H]1CCCN1C(=O)[C@@H](CC=C)CC(=O)N[C@@H](CO)Cc1ccccc1,?,-3%,-6%
Cc1cc(C)c(-c2csc(-c3cc4ccccc4oc3=O)n2)cc1C,-27%,-1%,-9%
CCOc1ccc(NC(=O)C2C(C(=O)O)C3(Cl)C(Cl)=C(Cl)C2(Cl)C3(Cl)Cl)cc1 (stereo unspecified),-3%,-8%,-14%
CN(C(=O)c1ccc(NC(=O)C2CCCN(C(=O)OC(C)(C)C)C2)cc1)C1CCC1 (stereo unspecified),?,-1%,-5%
NC(N)=NC1=NC(=O)C(Cc2ccccc2Cl)S1 (stereo unspecified),0%,-6%,10%
COc1ccc2[nH]c(O)c(N=NC(=O)Cc3cccs3)c2c1,?,12%,-16%
CN(C)C(=O)c1ccc(-c2ccc3ncnc(NC4CCNCC4)c3c2)cc1,7%,-5%,/
O=C(/C=C/c1ccc(Cl)cc1)N(c1ccccn1)C1CCCCC1,?,-1%,-5%

# The list is partial; count on the stated rates, not on these rows.
